HepG2 viability – HepG2 cytotoxicity, counter-screen for TGF-b inhibitors. HepG2 CAGA-GFP viability, ATP luminescence, 18 h. Potency, µM (top dose mostly 46.1 µM), for inactives: at the highest dose activity change, negative = cytotoxicity, usual class: cytotoxic. 0.76% of 410,000 active. AID 588856; further: potency means the concentration at half of the fitted maximal effect; some results filed as inactive show a strong effect at the top dose
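CellTiter-Glo luminescence gave cytotoxicity after 18 hours at 37 degrees C. The cells were HepG2 CAGA-GFP in 1% FBS DMEM, stimulated with 500 pg/mL TGF-beta after compound addition. %Activity was normalised to no-cell wells (complete cell-killing) and DMSO (no toxicity), and curves were fitted and classified.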
MCF10A rereplic – DNA re-replication induction in MCF 10a cells; MCF 10A DNA re-replication, Hoechst nuclear intensity, 48 h; Potency, µM (series often up to 46.1 µM), inactives show top-dose activity, positive = re-replication, hits mostly activators; 2.9% of 350,000 active; further: potency means the concentration at half of the fitted maximal effect; % of control where 0% means no effect; nearly all actives have a fitted effect of over 50% in size
TGFb inhibitor – TGF-b pathway inhibition | 1.2% of 410,000 active | Potency, µM (doses to about 46.1 µM), without a hit: at the top dose activity, negative = inhibition, hits mostly inhibitors | HepG2 CAGA-GFP TGF-b/SMAD3 reporter, GFP fluorescence, 18 h; TGF-beta stimulated, 500 pg/mL final | AID 588855; further: potency means the concentration at half of the fitted maximal effect; on the % scale 0 is the no-effect control and ±100 the full control effect; nearly all actives have a fitted effect of over 65% in size
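Smad-responsive CAGA-GFP expression was quantified in HEPG2 cells exposed to compounds and 500 pg/mL final TGF-beta for 18 h at 37 degrees C; unstimulated wells defined full inhibition.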
A549 viability – kills or reduces viability of A549 cells in Nrf2 counter-screen. Potency, µM (top dose mostly 46 µM), inactives show at the top dose activity change, negative = cytotoxicity, hits mostly inhibitors. 0.16% of 390,000 active. A549 ARE-Fluc cells, CellTiter-Fluor viability, 18-24 h. AID 504648; further: potency means the concentration at half of the fitted maximal effect; on the % scale 0 is the no-effect control and ±100 the full control effect
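A549 ARE_Fluc cells in 5% FBS OPTI-MEM were exposed to compounds in concentration-response for 18-24 h at 37 deg C. Viability was read by CellTiter-Fluor fluorescence (Ex 405/Em 525) after 30 min, before the luciferase read.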
ATXN2 expr inh – ATXN2 expression inhibition; Potency, µM (top dose mostly 57 µM), without a hit: at the top dose activity change, negative = inhibition, actives largely listed as inhibitors; HEK-293 ATXN2-luciferase reporter, luminescence, 24 h; 0.72% of 360,000 active; AID 1745845; further: potency means the concentration at half of the fitted maximal effect; on the % scale 0 is the no-effect control and ±100 the full control effect; nearly all actives have a fitted effect of over 55% in size
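qHTS (up to 57 uM final) was run with 24 h compound exposure of reporter cells at 37 °C. Each well was multiplexed: SteadyGlo luminescence measured ATXN2-luciferase expression after a fluorogenic Gly-Phe-AFC viability readout (25 uM final).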
Nrf2 block – blocks Nrf2 signaling. A549 ARE-Fluc reporter, luciferase luminescence, 18-24 h. Potency, µM (series often up to 46 µM), for the others: at the top dose activity change, negative = inhibition, most hits filed as inhibitors. 2.1% of 360,000 active; further: potency means the concentration at half of the fitted maximal effect; on the % scale 0 is the no-effect control and ±100 the full control effect; nearly all actives have a fitted effect of over 60% in size
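In this cell-based qHTS, ARE-driven firefly luciferase in A549 cells reports Nrf2 activity; the luminescent signal after BugLite lysis is the measured value, with a prior CellTiter-Fluor read for cell health.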
ATXN viability – reduces viability in counter-screen for ATXN expression inhibitors; 0.49% of 400,000 active; S2 cells (HEK-293 line with an ATXN2-luciferase reporter) viability, CellTiter-Fluor protease fluorescence, 24 h; Potency, µM (titrated, usually from 56.7 µM), hits mostly cytotoxic; further: potency means the concentration at half of the fitted maximal effect; nearly all actives have a fitted effect of over 40% in size
Nrf2 activator – activates Nrf2 signaling; AREc32 ARE-luciferase reporter (MCF7-derived line), luminescence, 24 h; Potency, µM (highest dose often 46.1 µM), for inactives: at the top dose activation, actives largely listed as activators; 0.31% of 410,000 active; AID 624171; further: potency means the concentration at half of the fitted maximal effect; % of control where 0% means no effect; nearly all actives have a fitted effect of over 65% in size
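AREc32 cells carrying an ARE-driven firefly luciferase, 1000 cells/well in OPTI-MEM with 5% FBS, dosed after overnight attachment and incubated 24 hr at 37 deg C. Steady-Glo luminescence read after 30 min at RT.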
IL-1B inflam inh – inflammasome signaling inhibition, IL-1 beta readout; THP-1 LPS/ATP IL-1B secretion, AlphaLISA, 16 h; active compounds read low; activity change, % at 57.5 µM; 4.7% of 360,000 active; AID 743279; in the data active means activity change below about -50%; inconclusive means mostly about -30% to -49%; further: on the % scale 0 is the no-effect control and ±100 the full control effect
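THP-1 cells pretreated 1 hr with compounds (up to 57.5 uM final), then stimulated with LPS (250 ng/mL final) plus ATP (1.25 mM final); secreted IL-1B measured by AlphaLISA after 16 hr, decreased signal indicating inhibition.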
Active calls of the source: *; i = inactive; ? = inconclusive; · = not tested or not shown; & = joins results of further samples; [ ] = remark or other dose. Unless noted, the call rests on the fitted dose curve; in most records, active means well fitted curve in the direction sought with a large enough effect; inconclusive means small, poorly fitted or top-dose-only effect, or another doubt; inactive means no such curve, though single readings can be large; an effect the other way counts as inactive or inconclusive.

SMILES | HepG2 viability | MCF10A rereplic | TGFb inhibitor | A549 viability | ATXN2 expr inh | Nrf2 block | ATXN viability | Nrf2 activator | IL-1B inflam inh
CCC(=O)NNc1nc2c(F)cccc2s1 | 0% | -6% | -5% | -1% | · | 10% | ? | 0.8% | 23
COc1ccc(C(=O)NCc2ccco2)cc1S(=O)(=O)NC1CC1 | 4% | 12% | -2% | 1% | 3% | 2% | i | 2.2% | 0
O=C(COc1ccc(/C=N/NS(=O)(=O)c2ccccc2)cc1)NCCc1ccccc1 | -59% | 6% | -4% | -5% | -8% | -27% | i | -0.2% | -3
Cn1c(=O)c2c(nc(NCCNC(=O)c3ccco3)n2Cc2ccccc2)n(C)c1=O | 1% | 26µM* | -7% | -3% | 20% | ? | i | 0.1% | 0
O=C1CCCCC1C(=O)c1ccccc1 (stereo unspecified) | 12% | 1% | 7% | -1% | 4% | -22% | i | -0.3% | -1
COC(=O)c1sc(NC(=O)c2oc3ccccc3c2C)nc1C | -6% | 0% | -7% | -4% | 55%[activator] | ? | i | 7.4% | 23
O=C(NCc1ccccc1)C1(C(F)(F)F)C/C(=C/CCO)CCCO1 (stereo unspecified) | -9%&-8% | -21% | 2%&-2% | -3%&6% | 4% | 2%&21% | i | -0.1% | -4
Cc1cc2ncn(C3CC(=O)N(Cc4ccc(N5CCCC5=O)cc4)C3=O)c2cc1C (stereo unspecified) | 11% | 21% | -1% | 0% | -10% | -4% | i | 0.5% | 14
CCCCCn1c(N)c(C#N)c2nc3ccccc3nc21 | 6% | -2% | -5% | 21% | -12% | -15% | · | -0.7% | -11
O=C(CC(=O)c1ccccc1)Nc1ccccn1 | -10% | -2% | 1% | -1% | 4% | ? | i | 2.5% | 5
O=C(NC(=S)N1CCCCC1)c1cccs1 | 2% | 5% | -4% | -1% | 11% | 9% | i | 3.4% | -4
Cc1cc(C)n(CCCNCC(O)c2ccccc2)n1 (stereo unspecified) | 24%&2% | 7%&7% | 25%&-5% | -4%&-3% | -5%&-17% | 0%&9% | i | 0.3%&0.4% | 17&-1
Cc1cc(C)c(NC(=O)CCN2C(=O)c3ccccc3Sc3ncccc32)c(C)c1 | -26% | · | ? | -2% | 3% | ? | i | -1.0% | ·
COc1cccc(-c2nc(CS(=O)(=O)CC(=O)NCCCOC(C)C)c(C)o2)c1 | -13% | 8% | -7% | -8% | 2% | -20% | i | 0.0% | 1
CC(C(=O)NCc1ccc2c(c1)OCO2)N1c2cccc3cccc(c23)S1(=O)=O (stereo unspecified) | -2% | 22% | 3% | ? | 3% | ? | i | 1.5% | -7
O=C(CN1CCN(c2ccccc2O)CC1)Nc1ccccc1C(=O)NCCc1ccccc1 | -20% | 8% | -25% | -1% | 0% | 14% | i | 1.8% | -2
COc1nc(C)nc(NC(=O)NS(=O)(=O)c2ccc(C)cc2)n1 | 3% | -6% | 1% | 2% | 3% | -7% | i | -0.1% | 16
CCOC(CNC(=O)c1ccc(CNC(=O)c2ccc(OC)c(OC)c2)cc1)OCC | -57% | -1% | 15% | 2% | -2% | -24% | i | -0.8% | 2
COC(=O)c1ccc(N2CCOCC2)c(NC(=O)Nc2cccc(OC)c2)c1 | -10% | 7% | -10% | 1% | 32µM* | 0% | ? | 0.2% | 25
Clc1ccc(N2CCN(c3ncnc4c3cnn4-c3ccccc3)CC2)cc1Cl | -1% | · | -25% | 5% | 12% | · | i | -0.4% | ·
CCCCC(=O)Nc1ccc(NC(=O)c2ccccc2OC)cn1 | -51% | ? | 0% | -15% | -9% | ? | i | -0.1% | ?
CC(C)CNS(=O)(=O)c1ccc(OCC(=O)NCC2CCCO2)c(Cl)c1 (stereo unspecified) | -20% | -2% | 9% | 11% | -4% | · | i | -0.8% | 10
CCOC(=O)c1nnc2cc(-c3ccc(Br)cc3)nn2c1C | -5% | -3% | 0% | -2% | 4% | 12% | i | 2.6% | 12
CN1CCC(=O)N([C@H](CN=[N+]=[N-])Cc2ccccc2)CC1 | 8%&39% | 2% | 25%&5% | ? | -2% | ? | i | -0.6% | -9
CC(=O)Nc1ccccc1NC(=O)C/C(C)=N/NC(=O)C(=O)Nc1cccc(Cl)c1C | 0% | 1% | 2% | 0% | · | -12% | i | -0.3% | -16
CC(=O)N1CCc2cc(S(=O)(=O)CCC(=O)NCc3ccc(Cl)cc3)ccc21 | -10%&-11% | -9% | -8%&-21% | -1%&-12% | -17%&-16% | ? | i | 3.7%&3.7% | -9
Cc1ccc2[nH]c(=O)c(CN(Cc3cccnc3)C(=O)c3ccncc3)cc2c1 | -15% | ? | -8% | -6% | -27% | 9% | ? | -0.3% | 10
CCN(CC(=O)NC1CCS(=O)(=O)C1)S(=O)(=O)c1cc([N+](=O)[O-])ccc1C (stereo unspecified) | 2% | 6% | ? | -5% | -7% | 5% | i | -0.5% | 12
NS(=O)(=O)c1ccc(CNC(=O)C23CC4CC(CC(C4)C2)C3)cc1 | -21% | 2% | 1% | -3% | 4% | 7% | i | 0.1% | -1
O=C(c1c[nH]c(C(=O)N2CCN(c3ccccc3F)CC2)c1)c1cccc(Cl)c1Cl | -5% | 3.7µM* | 10µM* | -6% | · | -14% | i | -0.4% | -13
Cc1cccc(CCNc2nc3ccccc3n3nnnc23)c1 | 2% | 0% | 1% | -1% | 33%[activator] | -11% | ? | 0.1% | 34
Cn1ccnc1SCC(=O)NC1CC1 | 2% | 0% | ? | 6% | 23% | · | i | -0.8% | 23
COC(=O)/C(=C\Nc1ccc(Cl)cc1Cl)NC(=O)c1ccc(OC)cc1 | -9% | 18µM* | -16% | ? | -14% | 2% | ? | 3.9% | -7
O=C(CCC(=O)N1CCN(c2ccccn2)CC1)c1cccs1 | -11% | 24% | -2% | ? | 5% | ? | i | 1.8% | -28
C=CCN(C(=O)Nc1ccc2c(c1)nc(C)n2C)c1ccccc1 | 1% | -2% | 0% | 22% | · | 30% | i | 0.0% | ?
CCOC(=O)c1cccc(NC(=O)Nc2ccc3c(c2)C(=O)OC3)c1 | 1% | 2% | 7% | -2% | -15% | -5% | i | -0.1% | 8
Cc1ccccc1OCC(=O)NCC(=O)OCC(=O)c1ccc2c(c1)CCCC2 | 22% | · | 16% | 2% | · | -1% | · | · | ·
O=C(O)c1sccc1S(=O)(=O)c1ccccc1 | 9% | -1% | -12% | -1% | 4% | · | i | 0.0% | 28
COc1cccc(C(=O)O/N=C/c2ccc(Sc3ccc(C)cc3)nc2)c1 | 0% | 3% | -8% | -2% | 79%[activator] | · | i | 0.2% | -6
Cc1ccc(OCC(=O)OC(C)CN(C)Cc2ccccc2)cc1 (stereo unspecified) | -16% | ? | ? | 3% | -9% | 17% | i | -1.1% | 11
COc1ccc(OC)c(S(=O)(=O)Nc2ccc(CC(=O)O)cc2)c1 | -9% | 0% | -1% | 8% | -2% | 16% | i | 0.4% | -1
Cc1ccc2nc(NCCNC(=O)c3ccccc3)c(C#N)cc2c1 | -3% | ? | 6% | 15% | · | ? | ? | 1.8% | -8
COc1ccc2oc(-c3ccc(C)c(NC(=O)c4ccc5c(c4)OCCO5)c3)nc2c1 | 3% | · | -4% | -11% | 38% | 7% | ? | 9.1% | ·
CCOC(=O)C1CCCN(C(=O)c2cccc(OC(F)(F)F)c2)CC1 (stereo unspecified) | -2% | · | -22% | · | -9% | · | i | 0.1% | -5
CCC(C)c1ccc(NC(=S)Nc2ccc(OC)c(OC)c2)cc1 (stereo unspecified) | -21% | ? | -23% | 3% | 5% | -11% | i | 2.8% | -13
O=C(CSCc1c(F)cccc1Cl)NCc1ccncc1 | -6% | -17% | 7% | -2% | 5% | -21% | i | -0.3% | 3
CCOC1=C2CN(S(=O)(=O)c3ccc(C)cc3)[C@H](c3ccccc3)C[C@@H]2N(S(=O)(=O)c2ccc(C)cc2)[C@H](c2ccccc2)C1 | -3% | · | ? | · | 8% | · | i | 0.1% | -9
Cc1cccc(-n2c(SCC(=O)N3CC(=O)Nc4ccccc43)nc3ccccc3c2=O)c1C | -16% | ? | -16% | -29% | · | 23µM* | ? | -1.0% | -62*

Single values from the list.
Value of O=C(CSCc1c(F)cccc1Cl)NCc1ccncc1 under TGFb inhibitor: 7%
Value of COc1ccc(OC)c(S(=O)(=O)Nc2ccc(CC(=O)O)cc2)c1 under A549 viability: 8%

Further records follow.
SMILES | HepG2 viability | MCF10A rereplic | TGFb inhibitor | A549 viability | ATXN2 expr inh | Nrf2 block | ATXN viability | Nrf2 activator | IL-1B inflam inh
Cc1ccc(C(=O)Nc2nnc(S(=O)(=O)N3CCCc4ccccc43)s2)cc1 | -27% | · | ? | 11% | 46%[activator] | 3% | i | 8.5% | ·
Cc1ccc(CNC(=O)c2ccccc2N(C)S(C)(=O)=O)cc1 | -12% | 3% | -6% | 4% | 10% | 6% | i | -0.4% | -4
CCCn1c(C)cc(/C=C(\C#N)C(=O)OCC(=O)N(CC)c2c(N)n(Cc3ccccc3)c(=O)[nH]c2=O)c1C | -32% | -6% | -20% | -4% | 20% | 6% | i | 2.7% | ?
COc1ccc(N(Cc2cc3cc(OC)ccc3[nH]c2=O)S(=O)(=O)c2ccc(NC(C)=O)cc2)cc1 | 7% | ? | 47% | -17% | · | ? | ? | -1.7% | 6
CCOC(=O)N/N=C/c1cn(CCCOc2ccccc2)c2ccccc12 | 14% | 12% | 15% | 8% | -12% | 27% | i | 0.1% | -29

Part of the list above in order of SMILES length, smallest number first.
SMILES | HepG2 viability | MCF10A rereplic | TGFb inhibitor | A549 viability | ATXN2 expr inh | Nrf2 block | ATXN viability | Nrf2 activator | IL-1B inflam inh
CCOC(=O)N/N=C/c1cn(CCCOc2ccccc2)c2ccccc12 | 14% | 12% | 15% | 8% | -12% | 27% | i | 0.1% | -29
Cc1cccc(-n2c(SCC(=O)N3CC(=O)Nc4ccccc43)nc3ccccc3c2=O)c1C | -16% | ? | -16% | -29% | · | 23µM* | ? | -1.0% | -62*
COc1ccc(N(Cc2cc3cc(OC)ccc3[nH]c2=O)S(=O)(=O)c2ccc(NC(C)=O)cc2)cc1 | 7% | ? | 47% | -17% | · | ? | ? | -1.7% | 6
